Bioassay records (PubChem)
ROC1-CUL1 inh: blocks human RBX1-Cullin-1 di-ubiquitin formation. P62877+Q13616. in vitro K48 di-Ub FRET, acceptor:donor ratio, 45 min. inhibition, % at 10 µM. actives 0.6% (n = 140,000); in the data active = inhibition above about 25%
Target sequence (P62877 whole entry, looked up): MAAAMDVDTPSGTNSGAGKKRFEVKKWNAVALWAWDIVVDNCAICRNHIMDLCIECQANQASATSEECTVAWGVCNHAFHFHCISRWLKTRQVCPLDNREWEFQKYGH
Target sequence (Q13616 whole entry, looked up): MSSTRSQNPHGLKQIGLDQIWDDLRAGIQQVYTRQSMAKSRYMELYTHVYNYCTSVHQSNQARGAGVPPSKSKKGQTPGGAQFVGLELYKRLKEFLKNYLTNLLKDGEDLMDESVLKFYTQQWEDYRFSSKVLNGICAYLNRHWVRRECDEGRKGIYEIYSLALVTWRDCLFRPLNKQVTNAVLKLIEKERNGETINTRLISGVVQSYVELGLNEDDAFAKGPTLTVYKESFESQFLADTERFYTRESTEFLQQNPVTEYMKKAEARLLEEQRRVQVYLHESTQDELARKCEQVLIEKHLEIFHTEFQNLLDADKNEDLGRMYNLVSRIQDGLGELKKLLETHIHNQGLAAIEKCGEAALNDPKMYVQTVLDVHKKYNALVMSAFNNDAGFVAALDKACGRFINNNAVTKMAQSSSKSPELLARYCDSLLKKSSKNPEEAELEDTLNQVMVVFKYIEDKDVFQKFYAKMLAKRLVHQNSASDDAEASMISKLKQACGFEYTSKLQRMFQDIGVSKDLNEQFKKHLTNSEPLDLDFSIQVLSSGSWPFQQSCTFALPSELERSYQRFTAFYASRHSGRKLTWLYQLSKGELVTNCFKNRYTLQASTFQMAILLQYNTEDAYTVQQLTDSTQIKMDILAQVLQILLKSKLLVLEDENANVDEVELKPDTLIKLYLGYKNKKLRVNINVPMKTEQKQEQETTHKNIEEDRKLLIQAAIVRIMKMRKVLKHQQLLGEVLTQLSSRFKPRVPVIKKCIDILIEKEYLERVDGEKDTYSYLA
* hit, by the source's call. The list is partial; the hit share may differ from the screen's.

ROC1-CUL1 inh	Compound
2	CC1CCCN(C(=O)C2CCN(C(=O)c3ccccc3F)CC2)C1 (stereo unspecified)
1	COc1cccc(CNC(=O)CSc2nnc(C)c3c(C)n(-c4ccccc4)nc23)c1OC
3	O=[N+]([O-])c1ccc(Cl)c(-c2ccc(C=Nc3ccc4oc(-c5ccccc5)nc4c3)o2)c1
1	Cc1cc(C)n(CC(O)c2ccccc2)n1 (stereo unspecified)
0	Clc1nssc1=Nc1ccccc1Nc1ccccc1
-6	CCOC(=O)c1sc(NC(=O)C(Cc2ccccc2)N2C(=O)c3ccccc3C2=O)c(C(=O)OCC)c1C (stereo unspecified)
-5	COc1cccc(CN2CCCC3(CCN(Cc4ccccn4)C3)C2)c1OC (stereo unspecified)
32*	Cc1cccc(N2NC(=O)/C(=C/c3ccc(-c4ccc(S(N)(=O)=O)cc4)o3)C2=O)c1
-6	C/C(=N/NC(=O)COc1ccc(C)cc1)c1ccc2c(c1)CCC2
-4	O=C(Cn1c(-c2cncs2)nc2ccccc21)NCc1ccc2c(c1)OCO2
-11	Cc1cccc(N(C)C(=O)CSc2nc3ncccc3o2)c1
13	COc1ccc(-c2cc(C(F)(F)F)nc(SCC(=O)NCCc3ccc(OC)c(OC)c3)n2)cc1
4	Cc1ccc2c(c1)s/c(=N\N=C/c1cccc([N+](=O)[O-])c1)n2Cc1ccccc1
11	O=C(O)COc1ccc(Br)cc1/C=C1\SC(=O)N(Cc2ccccc2)C1=O
-1	COc1cc(NC(=O)NCCN2CCN(c3ccccc3)CC2)cc(OC)c1OC
8	CCN(CC)c1ccc(CC2=NC(=S)N(c3ccc(Br)cc3)C2=O)cc1
11	CC(C)(C)c1ccc(/C=C/C(=O)Nc2ccc(C(N)=O)cc2)cc1
2	O=C(CCS(=O)(=O)c1nc(-c2ccc3c(c2)OCO3)cc(C(F)(F)F)n1)Nc1ccccc1F
1	C=CCn1cnc2sc(CC)cc2c1=O
1	COc1cc(NS(=O)(=O)c2ccc3[nH]c4c(c3c2)CCCC4)cc(OC)c1OC
-2	CN(C)c1cnn(CC(=O)NCCc2cn3ccccc3n2)c(=O)c1
2	CCOc1nc2c(c(-c3ccccc3)c1C#N)CCc1ccccc1-2
9	O=C(c1cc(Cl)cc(Cl)c1)N1CCN(C(=O)c2ccco2)CC1
-1	O=C(Nc1ccc([N+](=O)[O-])cn1)C(F)(F)F
-3	COc1ccccc1/C=C1\CC(C)C/C(=C\c2ccccc2OC)C1=O (stereo unspecified)

A different layout for three compounds above:
structure | ROC1-CUL1 inh
CCOc1nc2c(c(-c3ccccc3)c1C#N)CCc1ccccc1-2 | 2
O=C(c1cc(Cl)cc(Cl)c1)N1CCN(C(=O)c2ccco2)CC1 | 9
O=C(Nc1ccc([N+](=O)[O-])cn1)C(F)(F)F | -1

Carrying on:
ROC1-CUL1 inh	Compound
-3	Cc1ccccc1CNC(=O)c1ccc(-c2nc(CS(=O)(=O)c3ccccc3)c(C)o2)cc1
-4	Nc1c(C(=O)Nc2c(Cl)cccc2Cl)sc2nc3c(cc12)CCCC3
11	CCc1cc(-c2cccc(-c3ccn[nH]3)c2)nc(N2CCOCC2)n1
0	S=c1[nH]nc(-c2cccs2)o1
-3	Cc1ccnc(NC(=O)/C=C/c2c(Cl)cccc2Cl)c1
4	Cc1[nH]nc2c1C(c1c(OCc3ccccc3)ccc3ccccc13)C(C#N)C(=N)O2 (stereo unspecified)
3	CCC1NC2(C(=O)N(Cc3cccc4ccccc34)c3ccccc32)C2C(=O)N(c3cccc(Cl)c3)C(=O)C12 (stereo unspecified)
2	O=C1/C(=C/C=C/c2ccccc2[N+](=O)[O-])Sc2ccccc21
-9	COc1ccc(C(=O)c2oc3ccccc3c2NC(=O)COc2cccc(C)c2)cc1
1	COc1ccc(-c2nc(C)c(CCNC(=O)c3cccs3)s2)cc1OC
2	Cc1cccc(-c2ncc(CNC3COc4ccccc4C3)cn2)c1 (stereo unspecified)
4	O=C(CC1CCC(=O)N1)NCc1ccc2[nH]c3c(c2c1)CCCC3 (stereo unspecified)
-7	COc1ccccc1CNC(=O)CN1C(=O)CSc2ccc(S(=O)(=O)N3CCCC3)cc21
-5	O=C1NCCN(C(=O)Nc2ccccc2)C1CC(=O)N1CCN(c2ccccc2)CC1 (stereo unspecified)
3	CN=C1CC=CC=C(C(=O)/C=C/c2cc(C)ccc2C)C1=O
-5	Cc1ccc(C(=O)Nc2ccncc2)o1
10	CCOC(=O)C(NC(=O)c1cccc(Cl)c1)(Nc1ccccc1Cl)C(F)(F)F (stereo unspecified)
-5	CCC(=O)N1c2ccccc2CC1C(=O)N1CCN(c2cccc(OC)c2)CC1 (stereo unspecified)
5	COC(=O)C1C2C=CC(C1C(=O)OC)C1C2C(Cl)C1C(Cl)(Cl)Cl (stereo unspecified)
0	CC(C)c1ccc(/C=C2/SC(=S)N(CN3CCOCC3)C2=O)cc1
-2	Cc1ccc(C)c(N2CCN(c3nc4ccccc4n4c(C)nnc34)CC2)c1
6	O=C1CC2c3ccccc3C1C1C(=O)N(c3ccc(Cl)c(F)c3)C(=O)C21 (stereo unspecified)
1	Cc1ccc(Cn2nc(C)c(NC(=O)c3ccc(OC(C)C)cc3)c2C)cc1
9	CCOC(=O)c1cnc2c(C(F)(F)F)cccc2c1Nc1ccc(Br)cc1
2	O=C(Nc1cccc(-c2nc3ncccc3o2)c1)c1cccc(Cl)c1
0	COc1ccccc1NC(=O)CSc1nnc2c(n1)-c1cccc3cccc-2c13
-7	CCc1noc(C)c1C(=O)Nc1c(C)cc(C)cc1C
-6	CN1CCc2nc3sc(C(=O)c4ccc(F)cc4)c(N)c3cc2C1
3	COc1ccc(C2C(C(=O)C(C)(C)C)C(=O)C(=O)N2Cc2ccccc2)cc1 (stereo unspecified)
-3	CC12C(=O)C(C)(c3c1c1ccccc1c1ccccc31)C1C(=O)OC(=O)C12 (stereo unspecified)
5	CCC(Oc1ccccc1OC)C(=O)NC1CCCC1 (stereo unspecified)
1	Cc1c([N+](=O)[O-])c2nsnc2c2nsnc12
4	CCC(=O)N1CCc2cc(CNS(=O)(=O)c3ccc(CC(C)C)cc3)ccc21
6	COc1cccc(C(=O)c2cn(CC(=O)Nc3cc(Cl)c(OC)cc3OC)c3nc(C)ccc3c2=O)c1
1	COc1ccc(-n2cc(C(=O)c3cc4ccccc4oc3=O)c(C(C)=O)n2)cc1
-8	CCN1C(=O)NC(=O)/C(=C\c2cc(C)n(C3CCCC3)c2C)C1=O
-2	Cc1ccc(C(=O)C(OC(=O)c2cnccn2)c2ccccc2)cc1C (stereo unspecified)
-2	Cc1cnc(C)c(N2CCN(C(=O)CN3Cc4ccccc4OC(c4ccsc4)C3)CC2)n1 (stereo unspecified)
3	COc1ccc(Nc2cc(N3CCCC3)ncn2)cc1
-1	CCc1nnc(NC(=O)c2nc(S(C)(=O)=O)ncc2Cl)s1
2	Cc1nc(N2CCCC2C(=O)NCCC2COc3ccccc3O2)nc2cc(S(C)(=O)=O)ccc12 (stereo unspecified)
2	NC(=O)COc1ccc(C2C(C(=O)c3cccs3)C(=O)C(=O)N2CCN2CCOCC2)cc1 (stereo unspecified)
7	Cc1ccc2oc(-c3cc(NC(=O)CC(C)C)ccc3Cl)nc2c1
-6	COc1cccc(OCC(O)CNc2nncc(-c3ccc(C)o3)n2)c1 (stereo unspecified)
6	Cc1cccc(C)c1NC(=O)C(C)c1ccc(-c2ccccc2)c(F)c1 (stereo unspecified)
-2	CN(Cc1ccccc1)C(=O)c1ccccc1Br
-7	COc1ccc(CNC(=O)c2ccc(C)cc2)cc1
2	CCOc1cc(C2NN=C(c3ccccc3)S2)ccc1OCc1ccc(Cl)c(Cl)c1 (stereo unspecified)
2	COc1ccc(-c2ccc3c(N)c(C(=O)Nc4ccc(C)cc4Br)sc3n2)cc1OC
-2	COc1ccc2nc(Nc3nc4ccccc4s3)sc2c1

The closing three entries of the section before come first, to join the parts:
ROC1-CUL1 inh	Compound
2	CCOc1cc(C2NN=C(c3ccccc3)S2)ccc1OCc1ccc(Cl)c(Cl)c1 (stereo unspecified)
2	COc1ccc(-c2ccc3c(N)c(C(=O)Nc4ccc(C)cc4Br)sc3n2)cc1OC
-2	COc1ccc2nc(Nc3nc4ccccc4s3)sc2c1
-4	COc1ccccc1Cn1c(C2CC(=O)N(c3ccccc3OC)C2)nc2ccccc21 (stereo unspecified)
-1	Cc1[nH]nc2c1C1(CCN(C)C[C@H]1C)C(C#N)C(=N)O2 (stereo partly specified)
4	Cc1ccc(NC(=O)CN(C)S(=O)(=O)c2ccc3nc(C)sc3c2)c(C)c1
4	O=C(CSc1nnc(NC(=O)CCc2ccccc2)s1)Nc1ccc(N2CCOCC2)c(Cl)c1
9	CC(=O)N1CCc2cc(CNS(=O)(=O)c3ccc(Cl)s3)ccc21
0	CCOc1ccc2nc(N3CCCN(Cc4ccc(OC)c(OC)c4OC)CC3)nc(C)c2c1
-1	CN(CCC1CCCCO1)c1nncc(-c2ccccc2)n1 (stereo unspecified)
-1	N#Cc1nc(NC2CCCCC2)c2c(c1Cl)CN(Cc1ccccc1)CC2
-9	Cc1[nH]nc2c1C(c1ccc(-c3c(Cl)cc(Cl)cc3Cl)s1)C(C#N)C(=N)O2 (stereo unspecified)
-1	COc1ccc(CCNC(=O)CCc2cn(Cc3ccc(C)cc3)c3ccccc23)c(OC)c1OC
-7	CC1(C)CN=C(N(C(=O)Nc2ccc(Cl)cc2)c2ccc(OC(F)(F)Cl)cc2)S1
2	CC(C)(C)c1cc(NC(=O)CSc2n[nH]c(N)n2)cc(C(C)(C)C)c1
-10	CCSc1oc(-c2cccs2)nc1S(=O)(=O)c1ccc(Br)cc1
-2	O=C(CSc1nnc(-c2ccc(Cl)cc2)o1)N1CCc2ccccc21
8	CCc1cccc(NC(=O)c2cc3c(=O)[nH]c4ccccc4c3n2C)c1
8	O=C(CSc1nc(-c2ccc(F)cc2)cc(C(F)(F)F)n1)N1CCc2ccccc2C1
3	Cc1cccc(OCC(=O)NCC2(N3CCN(C)CC3)CCCCC2)c1
2	COc1ccc(C(=O)N2CCC(C)CC2)cc1S(=O)(=O)N1CCCCC1
-3	C=CCc1cccc(C=Nc2ccc(OC)cc2)c1O
-6	CN(Cc1nccs1)c1ccc(-c2nc(Cc3ccc(F)cc3)no2)cn1
5	COc1ccc(C2Nc3ncccc3NC3=C2C(=O)CCC3)cc1 (stereo unspecified)
0	CCc1nn(-c2cc(Oc3ccccc3F)ncn2)c(N)c1C#N
-4	Cc1ccc(NC(=O)C(C)Oc2ccc(Br)cc2Br)nc1 (stereo unspecified)
6	COc1cccc2c1OCC(N1CCN(c3ccccn3)CC1)C2 (stereo unspecified)
-5	N/N=C1\CCCc2c1[nH]c1ccc(C3CCCCC3)cc21

Reformatted as labelled records: part of the list above.
COc1ccc(C(=O)c2oc3ccccc3c2NC(=O)COc2cccc(C)c2)cc1
- ROC1-CUL1 inh: -9
COc1ccc(CCNC(=O)CCc2cn(Cc3ccc(C)cc3)c3ccccc23)c(OC)c1OC
- ROC1-CUL1 inh: -1
COc1cccc2c1OCC(N1CCN(c3ccccn3)CC1)C2 (stereo unspecified)
- ROC1-CUL1 inh: 6
COc1ccc(C(=O)N2CCC(C)CC2)cc1S(=O)(=O)N1CCCCC1
- ROC1-CUL1 inh: 2

The list continues.
ROC1-CUL1 inh	Compound
-1	COc1ccc(CCNC(=O)CCc2c(C)nc3c(c(C)nn3-c3ccccc3)c2C)c(OC)c1
-8	Cc1cc(C)c2oc(C(=O)Nc3ccc(S(=O)(=O)N4CCC(C)CC4)cc3)cc(=O)c2c1
11	CCOC(=O)c1[nH]c2c(c1OC)CCC2
4	CCOC(=O)c1c(C)[nH]c(C)c1S(=O)(=O)N1CCCC(C(=O)Nc2ccc(OC)c(Cl)c2)C1 (stereo unspecified)
-6	Cc1cc(-c2ccc(N=Cc3cccc([N+](=O)[O-])c3)c(C)c2)ccc1N=Cc1cccc([N+](=O)[O-])c1
2	O=c1nc(C(Cl)(Cl)Cl)nc2ccccn12
9	O=C(NC(N1CCCC1)C(Cl)(Cl)Cl)c1ccc(Cl)cc1 (stereo unspecified)
0	CN(CCc1ccccn1)C(=O)c1coc(COc2cccc(C(F)(F)F)c2)n1
-8	Cc1cccc(-c2nc3c(cnn3-c3ccccc3)c(=O)n2-c2ccc(Cl)cc2)c1
8	CCCCOC(=O)c1cc2ccccc2oc1=O
3	Cc1cccc2nc(=O)c3c(=O)[nH]c4ccccc4c3n12
5	Cc1ccc(Oc2coc3cc(OCc4ccccc4)ccc3c2=O)cc1
2	Cc1ccc(CN2CCCC2c2ccc(C(=O)N3CCCOCC3)s2)o1 (stereo unspecified)
-12	Cc1ccc(CNC(=O)CCc2nnc3n(C)c(=O)c4sccc4n23)cc1
-1	COc1ccc(CC(=O)Nc2ccc(OC)c(OC)c2)cc1
-5	CCN1CCN(C(=O)C2CC(=O)N(c3cccc(C)c3)C2)CC1 (stereo unspecified)
-2	CCc1ccc(C(=O)c2cn(CC(=O)Nc3ccc(F)cc3)c3ccc(OC)cc3c2=O)cc1
-5	Cc1cccc(NC(=O)CSc2nc3ccccc3nc2N2CCOCC2)c1C
1	Cc1cccc(Nc2ccncc2S(=O)(=O)NC(=O)NN2CCOCC2)c1
0	CC1=NN(C(=O)c2ccc(Cl)cc2)C(O)(C(F)(F)F)C1 (stereo unspecified)
-8	O=C1c2ccccc2COC12OCc1ccccc12 (stereo unspecified)
1	COc1ccc(N2CCN(CCCNC(=O)c3cnn(-c4ccc(F)cc4)c3-n3cccc3)CC2)cc1

Marked active in ROC1-CUL1 inh, of those listed so far:
ROC1-CUL1 inh	Compound
32*	Cc1cccc(N2NC(=O)/C(=C/c3ccc(-c4ccc(S(N)(=O)=O)cc4)o3)C2=O)c1
